USP2a block: qHTS Assay for Inhibitors of Ubiquitin-specific Protease USP2a Using CHOP2 as the Reporter; Potency, µM (top dose mostly 38.3 µM), for inactives: at the top dose activity change, negative = inhibition, actives largely listed as inhibitors; USP2 core, Ub-CHOP2 coupled fluorogenic reporter, 485/531; AID 463254, 2010; 0.01% of 330,000 active;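 further: potency means the concentration at half of the fitted maximal effect; plate controls were DMSO wells for no effect and full inhibition by NEM control for full effect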
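Deubiquitinase activity read as fluorescence (485/531 nm) after Ub-CHOP2 cleavage activates the enterokinase reporter on its substrate; USP2 core 10nM, Ub-CHOP2 and substrate 25nM each, 30min compound preincubation then 60min RT; data normalized to NEM, curves fitted.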
Eya2 inh: qHTS Assay for Inhibitors of the Phosphatase Activity of Eya2 | Protein phosphatase EYA2 (Homo sapiens), O00167 | recombinant Eya2, OMFP fluorescence dephosphorylation (OMFP is methylfluorescein phosphate) | Potency, µM (titrated, usually from 76.9 µM), without a hit: top-dose activity, negative = inhibition, actives largely listed as inhibitors | 0.006% of 330,000 active | AID 488837, 2010; further: potency means the concentration at half of the fitted maximal effect; on the % scale 0 is the no-effect control and ±100 the full control effect
Target sequence (O00167 whole entry, looked up): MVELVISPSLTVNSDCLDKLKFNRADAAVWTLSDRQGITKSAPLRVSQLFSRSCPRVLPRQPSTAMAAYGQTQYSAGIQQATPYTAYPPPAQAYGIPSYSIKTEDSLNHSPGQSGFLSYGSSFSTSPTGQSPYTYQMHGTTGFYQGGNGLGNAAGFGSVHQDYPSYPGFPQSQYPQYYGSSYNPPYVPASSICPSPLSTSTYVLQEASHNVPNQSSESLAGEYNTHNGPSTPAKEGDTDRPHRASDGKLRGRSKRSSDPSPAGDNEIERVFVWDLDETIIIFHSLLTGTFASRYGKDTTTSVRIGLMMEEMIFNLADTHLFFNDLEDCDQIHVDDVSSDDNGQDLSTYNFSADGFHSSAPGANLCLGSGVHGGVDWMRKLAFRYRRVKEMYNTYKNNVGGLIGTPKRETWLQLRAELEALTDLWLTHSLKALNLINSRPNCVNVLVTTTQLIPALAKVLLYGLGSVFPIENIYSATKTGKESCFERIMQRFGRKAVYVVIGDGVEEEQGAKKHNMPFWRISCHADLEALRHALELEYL
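Eya2 (0.2 uM) preincubated 10 min at ambient with compound, then OMFP substrate added at 50 uM; 10 min reaction in 50 mM HEPES pH 7.5, 50 mM NaCl, 5 uM MgCl2, 0.05% BSA, 1 mM DTT. Fluorescence read at Ex 485/Em 525 nm.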
uPA surface inh: qHTS for Inhibitors of Cell Surface uPA Generation. Potency, µM (top dose mostly 38.3 µM), inactives show top-dose activity change, negative = inhibition, most hits filed as inhibitors. AID 540303, 2011. cell surface uPA generation assay, qHTS. 0.31% of 330,000 active; active means well fitted inhibition curve with a large enough effect; inconclusive means small, poorly fitted or top-dose-only effect; inactive means no such curve, though single readings can be large or run the other way; tested in mouse RAW 264.7 cells; further: potency means the concentration at half of the fitted maximal effect; on the % scale 0 is the no-effect control and ±100 the full control effect; nearly all actives have a fitted effect of over 55% in size
TRPV1 agonist: HTS Assay for Compounds that Act as Agonists of the Vanilloid Receptor 1 | Transient receptor potential cation channel subfamily V member 1 (Homo sapiens), Q8NER1 | TRPV1-expressing cells, Fluo-8 calcium influx, agonist mode | 0.19% of 320,000 active | activation, % at 8.33 µM; in the data active means activation above about 80%; inconclusive means between about 30% and that limit; further: 0% is about no effect
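Fluo-8 calcium influx in TRPV1-expressing cells, kinetic read (ex 480/em 520 nm). Compound added and read 3 min for agonist activity, followed by capsaicin at EC20 final and 2 min further read for enhancement.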
ELG1 genotoxic: qHTS screen for small molecules that induce genotoxicity in human embryonic kidney (HEK293T) cells expressing luciferase-tagged ELG1; HEK293T ELG1-luciferase reporter, luminescence, 16 h; Potency, µM (series often up to 46 µM), for inactives: at the highest dose activity change, positive = activation, hits mostly activators; 1.3% of 330,000 active; further: potency means the concentration at half of the fitted maximal effect; % of control where 0% means no effect; nearly all actives have a fitted effect of over 60% in size
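Cells (2,000/well) expressing the ELG1-luciferase fusion are dosed by pin tool and kept 16 hr at 37 °C, 5% CO2. Signal comes from ONE-Glo luciferase reagent after 30 min at room temperature.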
Integrin act MD: qHTS for Activators of Integrin-Mediated Alleviation for Muscular Dystrophy; alpha7betagal myoblasts, beta-gal FDG fluorescence, 48 h; Potency, µM (highest dose often 38.3 µM), without a hit: at the highest dose activation, actives largely listed as activators; 0.064% of 350,000 active; AID 624291, 2012;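 further: potency means the concentration at half of the fitted maximal effect; 100% = response of the positive control SU9516; nearly all actives have a fitted effect of over 60% in size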
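alpha7betagal+/- myoblasts (passage 13, 250/well) treated 48 h at 37C with compounds at 1:260 dilution of DMSO stock. Lysed, then beta-galactosidase activity read as FDG fluorescence (ex 480/em 540) after 30 min, with pre-read for autofluorescence.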
TSG101-PTAP inh: qHTS Assay for Iinhibitors of HIV-1 Budding by Blocking the Interaction of PTAP/TSG101; 340,000 tested, under 10 active; Fluorescence polarization, FITC-PTAP peptide / Tsg101 binding; Potency, µM (titrated, usually from 115 µM), without a hit: at the top dose activity change, negative = inhibition, usual class: inhibitors; Tumor susceptibility gene 101 protein (Homo sapiens), Q99816; active means well fitted inhibition curve with a large enough effect in the main read-out, with a control signal flat, not every such curve was filed as active; inconclusive means small, poorly fitted or top-dose-only effect, or effect the other way, or a change in a side signal; inactive means no such curve, though single readings can be large or run the other way; further: potency means the concentration at half of the fitted maximal effect; % of control where 0% means no effect
Target sequence (Q99816 whole entry, looked up): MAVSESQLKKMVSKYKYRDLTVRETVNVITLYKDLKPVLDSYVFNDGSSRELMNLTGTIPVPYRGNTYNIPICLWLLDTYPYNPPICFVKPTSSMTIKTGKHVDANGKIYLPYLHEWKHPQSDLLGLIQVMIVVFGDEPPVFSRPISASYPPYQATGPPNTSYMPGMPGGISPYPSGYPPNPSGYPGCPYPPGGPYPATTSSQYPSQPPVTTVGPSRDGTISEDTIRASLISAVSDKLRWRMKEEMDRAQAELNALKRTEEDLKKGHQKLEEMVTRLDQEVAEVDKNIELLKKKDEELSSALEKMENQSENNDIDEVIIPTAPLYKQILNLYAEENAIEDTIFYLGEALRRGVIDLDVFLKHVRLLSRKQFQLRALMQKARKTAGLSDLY
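Fluorescence anisotropy tracks displacement of a FITC-tagged PTAP peptide (50 nM) from the Tsg101 binding domain (10 uM), following a 20 min room-temperature incubation at pH 7.5.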
BRCA1 expr act: qHTS Assay to Identify Small Molecule Activators of BRCA1 Expression; MCF7-BRCA1-FFLuc reporter, luminescence, 48 h; response scale: scaled: vehicle 0%, 10 µM genistein 100%; Potency, µM (series often up to 46.1 µM), for inactives: top-dose activation, usual class: activators; 1.1% of 380,000 active; AID 624202, 2012; further: potency means the concentration at half of the fitted maximal effect; nearly all actives have a fitted effect of over 80% in size; some results filed as inactive show a strong effect at the top dose
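Quantitative HTS in MCF7 cells stably reporting BRCA1 expression via firefly luciferase. Compound treatment lasts 48 h at 37 °C in phenol-red free MEM. Activation is expressed relative to genistein at 10 microM and DMSO.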
B2AR arrestin: qHTS assay of beta-arrestin-biased ligands of beta2-adrenergic receptor; Beta-2 adrenergic receptor (Homo sapiens), P07550; beta-arrestin recruitment to beta2AR, cell-based reporter; Potency, µM (top dose mostly 46.1 µM), without a hit: top-dose activation, hits mostly activators; 0.02% of 330,000 active; AID 492947, 2010;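 further: potency means the concentration at half of the fitted maximal effect; 0% = DMSO controls and full agonism = EC100 isoproterenol or metaproterenol; nearly all actives have a fitted effect of over 65% in size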
S-ASM inh: Inhibitors of Secretory Acid Sphingomyelinase (S-ASM): qHTS; placental ASM, HMU-PC fluorogenic substrate, 60 min; Potency, µM (highest dose often 57.5 µM), inactives show at the highest dose activity change, negative = inhibition, most hits filed as inhibitors; 0.006% of 340,000 active; AID 504937, 2011; further: potency means the concentration at half of the fitted maximal effect
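HMU-PC0 cleavage (9 uM final) by human placental ASM, 60 min at 37 °C following 10 min compound exposure at RT; stopped at pH 10, fluorescence Ex 386/Em 447 nm.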
p53 reactivation: qHTS assay for re-activators of p53 using a Luc reporter. H1299 p53-A138V BP100-luciferase reporter, luminescence, 24 h. AID 504706, 2011. 0.063% of 320,000 active. Potency, µM (highest dose often 92.2 µM), inactives show at the highest dose activity change, positive = activation, actives largely listed as activators; further: potency means the concentration at half of the fitted maximal effect; % of control where 0% means no effect; nearly all actives have a fitted effect of over 45% in size
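H1299 (p53-null), stable ts p53-A138V + BP100-Luc; 1000 cells/well, Opti-MEM/10% FBS; cpd 4 pt, 1:5; 24 h, 37 deg C, 5% CO2; detection reagent 10 min RT; luminescence.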
Active calls of the source: *; ? = inconclusive; . = no result given; & = joins results of further samples; [ ] = dose if it differs, or a comment. Unless noted, the call rests on the fitted dose curve; in most records, active means well fitted curve in the direction sought with a large enough effect; inconclusive means small, poorly fitted or top-dose-only effect, or another doubt; inactive means no such curve, though single readings can be large; an effect the other way counts as inactive or inconclusive.

SMILES	USP2a block	Eya2 inh	uPA surface inh	TRPV1 agonist	ELG1 genotoxic	Integrin act MD	TSG101-PTAP inh	BRCA1 expr act	B2AR arrestin	S-ASM inh	p53 reactivation
CN(CCc1cnn(C)c1)Cc1cn(C)nc1-c1ccc2c(c1)OCCO2	2%	3%	4%	2	8%	-15%	-11%	18%	-0.4%	3%	1%
CSc1ccc(CN(C)CC(=O)NC(C)c2ccccc2)cc1 (stereo unspecified)	0%	-7%	2%	?	-19%	3%	0%	-20%	-0.1%	0%	2%
CC(=O)Nc1ccc(S(=O)(=O)NC(CC(=O)NCCc2ccccc2)C(C)C)cc1 (stereo unspecified)	0%	-17%	-6%	-3	16%	12%	-6%	62%	-0.2%	1%	13%
CCCOP(=O)(c1ccc(N(C)C)cc1)C(O)c1ccc(Br)cc1 (stereo unspecified)	6%	5%	3%	7	0%	9%	1%	-27%	-0.6%	-1%	-6%
Cc1noc(C)c1COc1cccc(C(=O)OCC(=O)NCCN2C(=O)CSC2=O)c1	-4%	-2%	0%	2	2%	-8%	1%	4%	0.0%	-4%	0%
CCC(C)[C@H]1CN=C(N)N1CCc1cc(C(F)(F)F)cc(C(F)(F)F)c1 (stereo partly specified)	-1%	-21%	2%	13	-8%	-44%	1%	-83%	-0.3%	-1%	-14%
N#Cc1c(-c2cccnc2)c2c([nH]c1=O)-c1ccccc1OC2	1%	15%	7%	5	-2%	-3%	-11%	13%	-0.2%	.	1%
C#CCOCCOCCOCCNc1nc(N2CCN(C(=O)[C@H](CCCN=C(N)N)n3cc(C(N)[C@H](C)CC)nn3)CC2)nc(N2CCN(C(=O)[C@H](CC(N)=O)n3cc(C(N)[C@@H](C)CC)nn3)CC2)n1 (stereo partly specified)	0%	-2%	-2%	.	7%	22%	0%	29%	-0.2%	6%	7%
CC(C)(C)c1ccc(-c2nnc(N)o2)cc1	-5%	-4%	-12%	0	?	18%	-1%	?	-0.4%	-2%	6%
COC(=O)c1ccc(Cc2ccccc2)o1	4%	-16%	7%	8	3%	-10%	-2%	-18%	0.0%	1%	-1%
COc1ccc2[nH]c(C(=O)O)c(CCC(=O)O)c2c1	1%	-22%	4%	0	1%	-15%	-2%	20%	-0.3%	0%	-2%
O=C(NCCCl)Nc1ccccc1OCCOc1ccccc1NC(=O)NCCCl	1%	8%	9%	3	-3%	-24%	0%	-28%	-0.5%	0%	-7%
OCCCn1c(C2CCCN2c2nc(-c3ccc(F)cc3)cs2)nc2cc(Cl)c(Cl)cc21 (stereo unspecified)	.	.	2%	.	.	24%	3%	-53%	.	?	.
C=CCC(C#Cc1ccccc1)[N+](C)(C)CC=C (stereo unspecified)	1%	-16%	-4%	-1	-6%	5%	-4%	-18%	-0.2%	11%	-1%
CCc1ccccc1NS(=O)(=O)Cc1ccccc1	-1%	-25%	3%	-2	-2%	-8%	0%	-12%	-1.9%	6%	-5%
Nc1ncnc2c1C1(CCCCC1)Cc1ccccc1-2	0%	-8%	-3%	2	-5%	15%	-3%	-10%	-0.2%	1%	0%
CC1(C)CC(NCc2ccncc2)CC(C)(C)N1	0%	4%	.	-1	-2%	0%	-3%	-2%	-0.2%	5%	0%
CC(=O)Cn1cnc2sc(-c3ccccc3)cc2c1=O	1%	15%	-4%	13	13µM*	-3%	-4%	?	0.5%	-1%	?
Cc1noc(C(F)(F)F)c1C(=O)NNC(=O)c1cccc(C(F)(F)F)c1	1%	-17%	.	9	-3%	10%	-4%	-51%	-0.9%	1%	1%
CCCCNC(=O)C1CCC(CNc2c(N3CCC(C)CC3)c(=O)c2=O)CC1 (stereo unspecified)	0%	-3%	1%	-1	1%	-17%	0%	-6%	-0.2%	5%	1%
COc1ccc(OC)c(NC(=O)c2sc3ncnc(N4CCN(c5ccccn5)CC4)c3c2C)c1	4%	-7%	2%	1	-9%	-9%	-3%	-9%	0.2%	-1%	4%
Cc1cc(=O)oc2cc(OCC(O)CN3CCN(c4ccc(F)cc4)CC3)ccc12 (stereo unspecified)	4%	-5%	-6%	0	3%	-7%	-4%	-1%	-0.2%	2%	-1%
Cc1cc(C)c2c(NC(=O)CCl)nn(C)c2n1	5%	-7%	?	-7	0%	-57%[inhibitor]	-3%	-33%	-0.4%	8%	-11%
CC(=O)c1ccccc1OCC(O)Cn1ccnc1 (stereo unspecified)	0%	3%	-8%	2	0%	0%	-3%	-18%	0.0%	4%	5%
CCn1c(SCC(=O)Nc2ccc(OC)c(S(=O)(=O)N3CCCCC3)c2)nnc1C1CC1	2%	17%	-6%	0	-2%	-8%	0%	0%	-0.1%	5%	-3%

As entered above.
For TSG101-PTAP inh, CCC(C)[C@H]1CN=C(N)N1CCc1cc(C(F)(F)F)cc(C(F)(F)F)c1 (stereo partly specified) is entered as 1%
For ELG1 genotoxic, CN(CCc1cnn(C)c1)Cc1cn(C)nc1-c1ccc2c(c1)OCCO2 is entered as 8%

(next part)
SMILES	USP2a block	Eya2 inh	uPA surface inh	TRPV1 agonist	ELG1 genotoxic	Integrin act MD	TSG101-PTAP inh	BRCA1 expr act	B2AR arrestin	S-ASM inh	p53 reactivation
O=C(COc1ccc(S(=O)(=O)N2CCOCC2)cc1)N1CCOCC1	1%	4%	19%	3	-3%	24%	-6%	0%	2.6%	4%	-2%
CC(C)CCSc1ncnc2c1oc1nc3c(cc12)COC(C)(C)C3	-1%	-28%	.	-1	7%	16%	-3%	7%	0.4%	-3%	11%
COc1ccccc1NC(=O)COc1ccccc1C(=O)Nc1ccccc1	4%	4%	12%	3	-12%	20%	0%	-18%&-6%	-0.1%	-4%	-10%
Cc1cc(NC(=O)COc2cccc(C)c2C)no1	-1%	17%	15%	6	?	20%	-5%	-8%	-0.4%	-2%	?
c1ccc2c(-c3cn4ccccc4n3)c[nH]c2c1	-1%	-14%	.	-5	14%	.	.	.	0.0%	.	?
CCCCc1cc(=O)oc2cc(C)cc(OCC(=O)N[C@@H](CSCc3ccccc3)C(=O)O)c12	3%	7%	0%	-2	-2%	-13%	-5%	-9%	0.5%	12%	3%
O=C(Nc1ccccc1Br)C1CCN(S(=O)(=O)c2cccs2)CC1	0%	-8%	-1%	.	2%	-20%	-3%	-12%	-0.7%	0%	-11%
COc1ccccc1NC(=O)c1cnc(SCC(=O)NCC2CCCO2)n(C)c1=O (stereo unspecified)	-1%	-19%	-4%	1	6%	-4%	-2%	-73%	5.1%	2%	?
COc1ccc(NC(=O)c2cc(S(=O)(=O)N3CCCCC3)c[nH]2)cc1	0%	-5%	27%	5	0%	24%	0%	0%	-1.2%	-1%	.
Clc1ccccc1OCCn1ccnc1	.	.	.	0	.	5%	0%	-1%	.	1%	.
O=C(N/N=C/C=C\c1ccc([N+](=O)[O-])cc1)c1cccnc1	1%	-4%	-2%	0	-2%	0%	1%	-20%	-0.9%	-2%	-1%
CC/C(=N\O)c1ccc(OC)c(OC)c1	2%	-5%	-11%	0	4%	6%	-1%	17%	-0.2%	0%	-5%
CCc1c(C)c2c(C)[nH]nc2oc1=O	1%	-5%	-5%	-12	8%	15%	-3%	34%	0.2%	15%	6%
O=C(O)CCSC1CC(=O)N(c2ccccc2)C1=O (stereo unspecified)	1%	5%	-1%	8	1%	15%	-6%	4%	-0.1%	-2%	-2%
CC1Oc2ccccc2N(Cc2cccc(F)c2)C1=O (stereo unspecified)	1%	-4%	-5%	1	9%	0%	-7%	-11%	-0.7%	0%	.
O=C(Nc1ccccc1C(=O)O)c1cccc(NC(=O)c2ccccc2Br)c1	-1%	13%	0%	-4	-3%	15%	0%	24%	-0.4%	8%	.
CC(=O)N1c2ccc(S(=O)(=O)N3CCCCC3)cc2CC1C(=O)NCc1ccc(N(C)C)cc1 (stereo unspecified)	0%	0%	-8%	-4	4%	-11%	0%	0%	1.0%	3%	9%
O=C(CNC(=O)c1cccc(F)c1)N/N=C/c1cc(Br)ccc1OCc1ccccc1	-2%	13%	2%	-5	-10%	10µM*	-6%	25%	-0.1%	-17%	4%
COc1ccccc1C(=O)NC(CCSC)C(=O)NCC(c1cccs1)N(C)C (stereo unspecified)	-2%	22%	2%	5	-1%	8%	-2%	16%	-0.2%	7%	8%
